High-throughput results as filed in PubChem BioAssay.
PTHR1 agonist = PTHR1 (human) receptor agonism. HEK293 GP2 PTHR1 cells, GloSensor cAMP luminescence, 1 h. Potency, µM (titrated, usually from 115 µM), for the others: at the highest dose activation, usual class: activators. 0.075% of 410,000 active; further: potency means the concentration at half of the fitted maximal effect; nearly all actives have a fitted effect of over 55% in size; some results filed as inactive show a strong effect at the top dose; inactives centre near -15; many of its hits are not listed in these tables
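HEK-293-derived GP2 cells expressing PTHR1 and a GloSensor cAMP reporter, 3,000/well, plated overnight, given luciferin plus IBMX (each 0.5 mM as added) for 1 h at 37 °C, then compound for 1 h at 37 °C. Luminescence was read after 15 min at room temperature.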
D3 antag = antagonists of human D3 dopamine receptor | max response, negative = inhibition, % | D3R cells, DiscoveRx beta-arrestin luminescence, antagonist mode; stronger effect = lower value | AID 652054 | 2.5% of 360,000 active | P35462; in the data active means max response below about -50%; inconclusive means no clear call, values can overlap the other calls; further: on the % scale 0 is the no-effect control and ±100 the full control effect; mostly tested at two doses, the higher about 12 µM
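Cells expressing the human receptor were seeded at 1500 cells/well, incubated overnight at 37 degrees C in 5% CO2, then exposed to library compounds with dopamine controls for 90 minutes at 37 degrees C before luminescent detection.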
Mm-Cpn inhibitor = M. maripaludis TRiC chaperonin inhibition; purified Mm-Cpn ATPase, ADP Transcreener TR-FRET; Potency, µM (top dose mostly 76.9 µM), without a hit: top-dose activity, negative = inhibition, actives largely listed as inhibitors; 0.031% of 330,000 active; AID 504842; further: potency means the concentration at half of the fitted maximal effect; on the % scale 0 is the no-effect control and ±100 the full control effect; nearly all actives have a fitted effect of over 80% in size
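Eu-cryptate anti-ADP/ADP-d2 competition gives a ratio inversely related to ADP. Enzyme at 25 nM was pre-exposed to compound for 10 min, then given 10 uM ATP for 30 min, 37°C throughout.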
EPAC2 agonist = agonists of human EPAC2 (RAPGEF4); Q8WZA2; EPAC2 activation, biochemical qHTS; response scale: 100% = 6.5 mM cAMP response; Potency, µM (doses to about 154 µM), for inactives: at the top dose activation, usual class: activators; 0.079% of 360,000 active; further: potency means the concentration at half of the fitted maximal effect; nearly all actives have a fitted effect of over 50% in size
Target sequence (Q8WZA2 whole entry, looked up): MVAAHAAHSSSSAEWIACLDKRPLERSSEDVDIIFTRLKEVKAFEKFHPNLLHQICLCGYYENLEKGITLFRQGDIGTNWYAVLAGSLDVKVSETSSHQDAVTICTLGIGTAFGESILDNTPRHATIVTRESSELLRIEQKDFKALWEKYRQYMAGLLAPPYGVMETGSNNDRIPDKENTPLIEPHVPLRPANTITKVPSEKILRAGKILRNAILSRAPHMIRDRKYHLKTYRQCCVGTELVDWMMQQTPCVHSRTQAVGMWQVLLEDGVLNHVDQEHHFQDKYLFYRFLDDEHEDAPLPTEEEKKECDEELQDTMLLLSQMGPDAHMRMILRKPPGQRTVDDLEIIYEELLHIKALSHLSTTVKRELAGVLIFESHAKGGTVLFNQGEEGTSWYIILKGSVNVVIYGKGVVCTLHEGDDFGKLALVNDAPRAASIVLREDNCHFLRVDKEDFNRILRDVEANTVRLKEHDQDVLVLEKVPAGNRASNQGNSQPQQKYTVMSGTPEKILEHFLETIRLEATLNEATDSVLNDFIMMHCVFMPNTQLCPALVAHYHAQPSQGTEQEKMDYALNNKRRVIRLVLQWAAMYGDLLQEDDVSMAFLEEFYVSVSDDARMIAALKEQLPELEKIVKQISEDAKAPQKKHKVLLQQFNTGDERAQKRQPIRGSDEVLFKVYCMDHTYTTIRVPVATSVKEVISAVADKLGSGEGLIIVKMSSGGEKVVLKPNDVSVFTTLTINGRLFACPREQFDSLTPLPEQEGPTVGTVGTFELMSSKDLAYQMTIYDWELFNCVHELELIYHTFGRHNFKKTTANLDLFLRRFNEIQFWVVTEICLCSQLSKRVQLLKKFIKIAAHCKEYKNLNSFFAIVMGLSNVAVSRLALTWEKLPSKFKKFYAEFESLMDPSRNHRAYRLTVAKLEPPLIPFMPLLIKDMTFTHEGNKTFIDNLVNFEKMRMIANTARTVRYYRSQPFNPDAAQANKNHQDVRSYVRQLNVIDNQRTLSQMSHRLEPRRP
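Exchange assay: 100 nM EPAC2 with 250 nM Rap1B-BODIPY-GDP and 50 uM GDP. Fluorescence (ex 480/em 540 nm) read every 5 min for 30 min at room temperature. Data normalized to 6.5 mM cAMP as agonist control.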
pAkt inh = blocks phosphorylation of Akt; Neuro2A IGF-stimulated pAkt S473 HTRF, 20 min; stronger effect = lower value; activity change, % for hits at 50 µM; 0.32% of 360,000 active; in the data active means activity change below about -80%; inconclusive means mostly about -51% to -80%; further: on the % scale 0 is the no-effect control and ±100 the full control effect
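Neuro2A cells (4,500/well, DMEM with 0.5% FBS) were treated with compound at a single 50 µM final concentration, stimulated with 6 nM IGF for 20 min at 37 °C, and lysed. Phospho-Akt Ser473 was read by HTRF as 665/615 ratio ×10^4.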
EPAC2 antag = EPAC2 (human) antagonism; 0.18% of 360,000 active; Potency, µM (series often up to 114 µM), without a hit: at the top dose activity, negative = inhibition, usual class: inhibitors; Q8WZA2; EPAC2 GEF exchange of Rap1B-BODIPY-GDP, fluorescence; AID 720708; further: potency means the concentration at half of the fitted maximal effect; on the % scale 0 is the no-effect control and ±100 the full control effect; nearly all actives have a fitted effect of over 45% in size; many of its hits are not listed in these tables
D3 ag = agonists of human D3 dopamine receptor; D3R DiscoveRx beta-arrestin cells, luminescence, 90 min; max activation, %; 0.58% of 410,000 active; AID 652048; in the data active means max activation above about 30%; further: 0% is about no effect; mostly tested at two doses, the higher about 12 µM
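Agonist mode: compounds and dopamine controls were applied to plated cells for 90 min at 37 degrees C after an overnight attachment at 1500 cells/well. Luminescent read-out followed 30 - 60 minutes at room temperature with DiscoveRx detection reagent.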
CCT chaperon mod = modulators of cytosolic chaperonin (CCT/TRiC) activity; purified chaperonin ATPase assay, HTRF ADP detection, 30 min; activity change, % (concentration not given with the values), hits read low; 0.3% of 360,000 active; AID 651819; in the data active means activity change below about -30%; further: on the % scale 0 is the no-effect control and ±100 the full control effect
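We incubate TRiC, 40 or 20 nM final, with library compounds at 76 uM and 10 uM ATP for 30 min at 37 °C. ADP formed is detected with Transcreener HTRF reagents after 30 min at room temperature.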
* = called active by the depositor; i = inactive; ? = inconclusive; . = no result given; & = joins results of further samples; [ ] = remark or other dose. Unless noted, the call rests on the fitted dose curve; in most records, active means well fitted curve in the direction sought with a large enough effect; inconclusive means small, poorly fitted or top-dose-only effect, or another doubt; inactive means no such curve, though single readings can be large; an effect the other way counts as inactive or inconclusive.

SMILES	PTHR1 agonist	D3 antag	Mm-Cpn inhibitor	EPAC2 agonist	pAkt inh	EPAC2 antag	D3 ag	CCT chaperon mod
O=C(NCCCN1CCCCCC1)c1ccc(CS(=O)(=O)Cc2ccccc2F)o1	-3%[57.5 µM]	-7	0%	-17%	i	6%[57.1 µM]	-5	-1.1
Cc1c(C)c2ccc(OCC(=O)N3CCOCC3)c(C)c2oc1=O	-8%	2	0%	-1%	i	7%	-1	-3.0
Cc1nn(Cc2ccc(Cl)cc2Cl)c(C)c1NC(=O)c1nn(C)cc1Cl	i	25	-1%	7%	i	5%	2	-4.8
O=C(Cc1ccc(NC(=O)C2CCCN(C(=O)C3CCC3)C2)cc1)Nc1cccc(C(=O)N2CCCC2)c1 (stereo not drawn)	i	16	.	4%	i	11%	5	-2.3
COCCN=C1Sc2nc3ccc(C)cc3cc2CN1Cc1ccco1	-5%	21	-8%	6%	i	-1%	-7	1.2
Cc1ccc(NC(=O)CCN2C(=O)C3CC=CCC3C2=O)cc1Cl (stereo not drawn)	i	?	1%	4%	i	2%	0	1.9
CCOc1ccc(C=Nc2cccc3ncccc23)cc1	i	16	-8%	7%	i	0%[57.1 µM]	3	-2.0
COC(=O)c1c(C(=O)OC)c(C)n(Cc2cccnc2)c1C	i	-7	0%	-5%	i	2%	-1	-1.1
CCOC(=O)c1nn(-c2c(C)n(C)n(-c3ccccc3)c2=O)cc1O	-6%[57.5 µM]	?	1%	-1%	i	2%	3	-4.2
Cc1ccc(OCCN2CCN(C(=O)CCC(=O)Nc3nnc(CC(C)C)s3)CC2)cc1	-41%[inhibitor]	10	-3%	-3%	i	4%	72*	-0.6
Cc1ccc(S(=O)(=O)N2CCOCC2)cc1NC(=O)COC(=O)Cn1c(C)csc1=O	i	20	-2%	7%	i	25%	5	0.6
O=C(CN1C(=O)/C(=C/c2ccccc2F)Sc2ccccc21)NCC1CCCO1 (stereo not drawn)	i	-5	-1%	15%	i	-6%	-12	-0.3
OCc1cccc(Nc2ncnc3sc4c(c23)CCCCC4)c1	i	5	-2%	2%	i	-17%	3	0.7
COc1ccc(-c2nnc(N3CCC(C)CC3)c3ccccc23)cc1	-16%	-11	2%	-11%	i	8%	2	-3.1
COCCCNC(=O)C1CCCN(S(=O)(=O)c2ccc(C)cc2)C1 (stereo not drawn)	0%[57.5 µM]	8	-1%	-11%	i	10%	1	-2.2
Cc1sc(=NC(=O)c2ccco2)n(C)c1-c1ccccc1	-69%[inhibitor][57.5 µM]	-17	1%	8%	i	0%	-7	-4.6
CCOC(=O)CN1C(=O)COc2ccc(Cl)cc21	-13%	14	0%	10%	i	-6%	-4	0.9
CCCCn1c(N)c(N(CCOC)C(=O)c2cc(-c3ccc(OC)c(OC)c3)nc3ccccc23)c(=O)[nH]c1=O	-15%	-4	0%	-4%	i	16%	5	0.1
CC(=O)c1ccccc1OCCCOc1cccc2cccnc12	-10%	16	.	3%	i	1%	5	-0.8
CNc1nnc(-c2ccncc2)s1	i	-10	0%	8%	i	-3%	2	-4.2
OCc1cn(-c2ccc(Cl)cc2)nn1	i	6	-4%	4%	i	1%	3	0.6
O=C(N1CCOCC1)N1CCCN(C(=O)N2CCOCC2)CC1	i	24	-1%	-3%	i	5%	-4	2.8
Cc1c(C)c2c(OCC(=O)NCc3cccnc3)cc3c(c2oc1=O)CCC(C)(C)O3	i	-28	0%	-9%	i	0%	-7	1.0
Cc1ccc(S(=O)(=O)N2CCCC2C(=O)NCc2ccco2)cc1 (stereo not drawn)	i	9	-3%	9%	i	6%	8	0.3
CCC(C)NC(=O)CC1Oc2ccc(C)cc2NC1=O (stereo not drawn)	-9%	-16	2%	7%	i	11%	-6	0.4
NC(=O)C(NN=C(c1ccccc1)c1ccccc1)c1ccccc1 (stereo not drawn)	-21%	10	.	8%	i	?	3	-0.2
COC(=O)CN(c1ccc(C)cc1)S(=O)(=O)c1c(C)[nH]c(=O)[nH]c1=O	?	5	1%	5%	i	21%	3	3.1
O=C(Nc1ccc(Cl)c(Cl)c1)N[C@@H]1CC[C@@H](CCn2cc(C3CCCCC3)nn2)O[C@@H]1CO	i	11	.	-4%	i	7%	-1	.
Cc1c(NC(=O)CN2CCN(C(c3ccccc3)c3ccccc3)CC2)c(=O)n(-c2ccccc2)n1C	i	10	0%	-3%	i	8%	1	1.1
CCCc1nc(SCC(=O)Nc2nnc(CC)s2)c2c(C)c(C)sc2n1	-31%[inhibitor]	-29	-7%	4%	i	-1%	2	-1.6

10 structures from above, sorted by number of heavy atoms, descending.
SMILES	PTHR1 agonist	D3 antag	Mm-Cpn inhibitor	EPAC2 agonist	pAkt inh	EPAC2 antag	D3 ag	CCT chaperon mod
Cc1c(C)c2c(OCC(=O)NCc3cccnc3)cc3c(c2oc1=O)CCC(C)(C)O3	i	-28	0%	-9%	i	0%	-7	1.0
CCCc1nc(SCC(=O)Nc2nnc(CC)s2)c2c(C)c(C)sc2n1	-31%[inhibitor]	-29	-7%	4%	i	-1%	2	-1.6
NC(=O)C(NN=C(c1ccccc1)c1ccccc1)c1ccccc1 (stereo not drawn)	-21%	10	.	8%	i	?	3	-0.2
CC(=O)c1ccccc1OCCCOc1cccc2cccnc12	-10%	16	.	3%	i	1%	5	-0.8
O=C(N1CCOCC1)N1CCCN(C(=O)N2CCOCC2)CC1	i	24	-1%	-3%	i	5%	-4	2.8
Cc1sc(=NC(=O)c2ccco2)n(C)c1-c1ccccc1	-69%[inhibitor][57.5 µM]	-17	1%	8%	i	0%	-7	-4.6
CCC(C)NC(=O)CC1Oc2ccc(C)cc2NC1=O (stereo not drawn)	-9%	-16	2%	7%	i	11%	-6	0.4
CCOC(=O)CN1C(=O)COc2ccc(Cl)cc21	-13%	14	0%	10%	i	-6%	-4	0.9
OCc1cn(-c2ccc(Cl)cc2)nn1	i	6	-4%	4%	i	1%	3	0.6
CNc1nnc(-c2ccncc2)s1	i	-10	0%	8%	i	-3%	2	-4.2

Other entries follow:
SMILES	PTHR1 agonist	D3 antag	Mm-Cpn inhibitor	EPAC2 agonist	pAkt inh	EPAC2 antag	D3 ag	CCT chaperon mod
O=C(NCc1ccco1)/C(=C/C=C\c1ccccc1)NC(=O)c1ccc(Br)o1	-5%	-25	1%	17%	i	-9%	-7	-2.2
O=C(CN1CCCc2ccccc21)NCc1ccc2c(c1)OCO2	i	-13	-1%	1%	i	0%	-5	1.1
Nc1nc2cc3c(cc2cc1C(=O)NCc1ccc(F)cc1)OCO3	-75%[inhibitor]	-14	.	8%	i	2%	0	0.8
Cc1ccc(S(=O)(=O)CCC(=O)OCc2ccccc2)cc1	i	-6	2%	7%	i	1%	-6	-1.8
Cc1ccc(S(=O)(=O)N2CCCC2)cc1C(=O)NCc1ccccc1CN1CCCC1	i	-24	1%	11%	i	4%	-8	2.7
O=C(CNS(=O)(=O)c1cccs1)Nc1ccc2c(c1)OCCO2	i	-23	4%	-9%	i	9%	-1	1.5
Cc1ccc(NC(=O)Nc2ccc3c(c2)N(C)C(=O)CS3)cc1C	-95%[inhibitor]	5	1%	-2%	i	2%	1	-2.5
CC(C)C[C@@H](CNCC(=O)[C@H](C)NC(=O)c1[nH]cnc1C(=O)N[C@@H](C)CN)NC(=O)c1nc[nH]c1C(=O)N[C@@H](C)C(=O)O	3%	-28	.	5%	i	17%	-6	-3.3
CN1CCN(C(=O)C(N)Cc2ccccc2)CC1 (stereo not drawn)	-7%	1	0%	13%	i	-8%	-2	-1.0
COc1ccc(C(CNC(=O)CNC(=O)c2cc(OC)c(OC)c(OC)c2)N2CCOCC2)cc1 (stereo not drawn)	i	2	2%	-1%	i	9%	0	-0.8
CCCC(=O)Nc1nnc(S(=O)(=O)N(CC)c2ccc(OC)cc2)s1	i	11	0%	-2%	i	2%	7	-2.5
Oc1ccc(-c2cccc(-c3ccc(O)cc3)c2)cc1	-20%	9	0%	7%	i	-29%	-5	0.6
COc1cccc(N2C(=O)c3cccnc3C2O)c1 (stereo not drawn)	i	41	0%	3%	i	1%	-2	-0.1
CC1=CC(=O)Nc2ncccc2O1	-1%	-18	.	1%	i	5%	-6	-0.1
COc1ccc(C(=O)N/C(=C\c2cn(S(=O)(=O)N(C)C)c3ccccc23)C(=O)NCCCn2ccnc2)cc1	-13%	0	-1%	-5%	i	-4%	-11&-4	-1.5
N=C1C(=O)OCC1c1ccccc1NC(=O)Nc1ccccc1 (stereo not drawn)	0%	18	0%	0%	i	-3%	0	0.6
CCOc1cc(C(=O)Nc2ccon2)cc(OCC)c1OCC	-1%[57.5 µM]	-6	0%	4%	i	18%	13	-0.7
O=C(c1ccc(Cl)cc1)C1CCCN(Cc2cnn(-c3ccccc3)c2)C1 (stereo not drawn)	-42%[inhibitor]	-71*	3%	12%	i	-16%	-13	-4.8
Cc1ccc(S(=O)(=O)c2nc(S(C)(=O)=O)sc2N2CCCC2)cc1	-22%	5	1%	7%	i	6%	-4	-2.1
CC1SC(=S)N(c2ccc(N(C)C)cc2)C1=O (stereo not drawn)	-15%	6	-2%	3%	i	1%	5	0.9
Fc1ccccc1NC(=S)N/N=C/c1ccccc1Br	-6%	-79*	-4%	6%	i	1%	-20	-2.1
Cc1ccc(/C=N/NC(=O)c2ccncc2)s1	i	-3	0%	-5%	i	4%	2	1.1
COC(=O)Cc1ccc(NC(=S)NCc2ccc(OC)cc2)cc1	i	-7	-2%	17%	i	-3%	-6	-1.6
Cn1c(=O)[nH]c2sc3c(c2c1=O)CC(C)(C)OC3	-2%	?	-2%	4%	i	14%	5	0.6
O=c1c(-c2ccc(Cl)cc2)[n+]([O-])c2ccccc2n1OCc1ccccn1	i	21	1%	8%	i	3%	-2	-2.4
CCOc1ccc(C(=O)NCC(=O)NNC(=O)c2cc(C)oc2C)cc1OCC	-18%	1	3%	8%	i	13%	-21	0.4
COC(=O)C1C/C(=N\NS(=O)(=O)c2ccc(C)cc2)c2ccccc2C1 (stereo not drawn)	11%	4	0%	-4%	i	-3%	-19	1.1

These rows are one share of the data. The share of hits here may be higher or lower than overall.
